Yeast eIF2B – eIF2B (yeast) activity modulation; S. cerevisiae eIF2B-epsilon R284H, GCN4-lacZ luminescence; inhibition, % at 25 µM (by protocol); 27,000 tested, 0.91% active; AID 688;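 active = mutant luminescence inhibited past about 50% while wild type luminescence and mutant growth stay under set limits, limit read from the data; inconclusive = mutant versus wild type luminescence inhibition gap past a set limit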; note: some compounds called inactive have numbers as strong as hits
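Times: 16 h growth with compound at 30 °C, 90 min Beta-Glo step; Assay system: yeast eIF2B-epsilon R284H mutant carrying GCN4–beta-galactosidase fusion; Measure: % inhibition of reporter signal and growth versus controls; Dosing: one concentration, 25 µM, 0.25% DMSO; Buffer or medium: YPD yeast growth medium; Measured by: Beta-Glo luminescence plus absorbance at 595 nm.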
Yeast growth tox – Inhibitors of S. cerevisiae growth, toxicity; S. cerevisiae wild-type growth, A595 turbidity, 16 h; growth inhibition, % at 25 µM (by protocol); 30,000 tested, 0.3% active;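 active = mutant and wild-type yeast strains alike exhibit over 30% growth inhibition; inconclusive = a strain exceeds 50% while the second remains under 30%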;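 note: 0% = untreated cell controls and 100% = YPD media blanks without cells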
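Incubation: 16 h growth with compound, 30 °C; Material: S. cerevisiae wild-type or eIF2Bepsilon-R284H mutant strain; Signal: turbidity measured as absorbance at 595 nm; Medium: YPD yeast growth medium; Measure: growth inhibition (%) versus cell controls and blanks; Doses: 25 µM single dose.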
Yeast growth tox inhibition % – recorded beside Yeast growth tox, whose call it bears; growth inhibition, %; S. cerevisiae eIF2Bepsilon-R284H mutant growth, A595 turbidity, 16 h;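 each compound tested once at 25 µM; 0% equals untreated cells and 100% equals cell-free medium blanks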
Yeast eIF2B mutant toxicity – recorded beside Yeast eIF2B, whose call it bears; growth inhibition, %; measured here: mutant yeast growth, toxicity;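 each compound tested once at 25 µM; zero equals untreated control growth and 100 equals blank medium absorbance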
Active calls of the source: *; ? = inconclusive; nt = no result given. Not all compounds are listed; rates above refer to the full screens.

SMILES | Yeast eIF2B | Yeast eIF2B mutant toxicity | Yeast growth tox | Yeast growth tox inhibition %
CCc1ccc(NC(=O)CS(=O)CC(=O)NC(C)CCc2ccco2)cc1 (centres undefined) | 41 | 19 | -5 | 19
O=C(NCc1ccc(F)cc1)c1noc2c1CCCC2 | 5 | 8 | 1 | 8
FC(F)C(F)(F)C1=CC(c2ccccc2)=NCCN1 | 7 | -18 | -1 | -18
COc1ccc(C(=O)c2ccc(N(C)C)cc2)c2ccccc12 | 49 | nt | -5 | 0
O=C(CN(Cc1ccc2c(c1)OCO2)C(=O)CSc1nc2ccccc2o1)NC1CCCCC1 | 0 | -11 | 9 | -11
CCC(CO)N=CC1=C(O)CC(C)(C)CC1=O (centres undefined) | 17 | 7 | -1 | 7
Cc1cccc(OCC(=O)Nc2ccc(S(=O)(=O)N3CCCC3)cc2)c1 | 20 | 28 | 20 | 28
COc1ccc2[nH]c(=O)c3c(c2c1)OC(C)(C)C=C3 | -62 | 11 | 10 | 11
CC(=O)C1=C(O)C(=O)N(c2nccs2)C1c1ccccc1 (centres undefined) | 29 | 10 | 1 | 10
O=C(Nc1ccc(S(=O)(=O)N2CCOCC2)cc1)c1ccco1 | 27 | -16 | 0 | -16
O=S(=O)(NCc1ccco1)N1CCCCCC1 | 11 | 9 | 12 | 9
Cc1ccc2[nH]c(=O)c(CN(C)C(=O)c3ccccn3)cc2c1 | 22 | -29 | -4 | -29
O=C(CCCCCN1C(=O)c2ccccc2C1=O)Nc1ccc2c(c1)OCCO2 | 30 | 24 | 14 | 24
Cc1cc(NC(c2cccnc2)c2ccc3cccnc3c2O)no1 (centres undefined) | 11 | nt | 5 | 0
CCC(CC)C(=O)Nc1c2c(nn1-c1ccc(OC)cc1)CS(=O)(=O)C2 | 19 | 16 | -1 | 16
COC(=O)C(CC(=O)c1ccc(Br)cc1)n1ccnc1 (centres undefined) | -10 | 66 | 33* | 66*
C=CCS/C(=N\n1cnc2ccccc2c1=O)N(CC)CC | nt | nt | 11 | 6
COc1ccc(C2Nc3ccccc3C(=O)N2Cc2ccco2)cc1COc1ccccc1F (centres undefined) | 24 | 10 | -14 | 10
Cc1ccc(NC(=O)CCNS(=O)(=O)c2cccc3nsnc23)cc1 | 13 | 24 | 6 | 24
COC(=O)Nc1ncc(CN2CCCCC2)s1 | 9 | 6 | -1 | 6
COCCOC(=O)c1c(C)oc2ccc(OCc3cc(C(=O)OC)oc3C)cc12 | nt | nt | -10 | 4
COc1cc(-c2nc3ccccn3c2NCC2CCCO2)ccc1O (centres undefined) | -20 | 10 | -1 | 10
O=C(CSc1nc2ccccc2c(=O)[nH]1)c1ccc(O)c(O)c1 | 25 | 21 | 13 | 21
CC(C)CNS(=O)(=O)c1ccc(C(=O)Nc2ccc3c(c2)OCCO3)cc1 | 35 | -52 | -32 | -52
Cc1cc(C)n(/N=C/c2cccc(O)c2)c(=O)c1C(N)=O | 17 | 3 | 13 | 3

(listing goes on)
SMILES | Yeast eIF2B | Yeast eIF2B mutant toxicity | Yeast growth tox | Yeast growth tox inhibition %
O=C(CSc1n[nH]c(-c2cccnc2)n1)Nc1ccnc2ccccc12 | 19 | 8 | 1 | 8
CCOC(=O)CSc1nnc(C2CCCCC2)n1C | 10 | -17 | 9 | -17
CC(C)C(=O)Nc1cccc(-c2cn3ccsc3n2)c1 | 5 | 9 | 8 | 9
O=C(c1ccc2ccccc2c1)c1c[nH]cc1-c1ccccc1 | 46 | 58 | ? | nt
CC(C)CCOC(=O)C1C(c2ccccc2)C(C(=O)O)C1c1ccccc1 (centres undefined) | nt | nt | -7 | 9
Cc1cc(C)n(-c2nc3sc4c(c3c(=O)[nH]2)CCCC4)n1 | 24 | 16 | 22 | 16
COc1cc(OC)cc(C(C(=O)NC2CCCCC2)N(C(=O)c2ccno2)c2ccccc2)c1 (centres undefined) | 12 | nt | 4 | 0
COc1ccc(-c2cc3ccccc3oc2=O)cc1NC(=O)c1ccc(Br)o1 | -20 | 11 | -8 | 11
N#CCN1CCN(CC(=O)Nc2cccc3ccccc23)CC1 | -5 | -5 | 18 | -5
CC(C)(C)Nc1nc(SCc2ccccc2)nc(N2CCOCC2)n1 | 27 | -32 | 5 | -32
CCOC(=O)C1=C(C)Nc2ncnn2C1c1ccccc1F (centres undefined) | -25 | -8 | -20 | -8
CS(=O)(=O)c1ccc(Cl)c(NC(=O)COC(=O)CNC(=O)c2ccc(Br)o2)c1 | 17 | 7 | 14 | 7
CN(C)CCOC(=O)c1cccc(Br)c1 | 9 | 7 | 8 | 7
COc1cc(NS(=O)(=O)c2ccc(NC(C)=O)cc2)ncn1 | nt | nt | 9 | 15
COc1ccc(OC)c(NC(=O)c2[nH]c(C)c(C(C)=O)c2C)c1 | -3 | -3 | -16 | -3
C=CCSc1nc(N)c(C(=O)Nc2ccccc2)cc1C#N | 7 | 7 | -7 | 7
COc1ccc(NC(=S)N2N=CCC2c2ccccc2)cc1 (centres undefined) | nt | nt | 12 | 20
CSCCC(NC(=O)c1cc(C)oc1C)C(=O)O (centres undefined) | nt | nt | 17 | 22
CCCNC(=O)CCC(=O)Nc1ncc(-c2ccc(C)cc2)n1C | nt | nt | 14 | 4
CCn1cc(C(=O)NCC2CCCO2)c(=O)c2cc(S(=O)(=O)N3CCCCC3)ccc21 (centres undefined) | 49 | -11 | 7 | -11
Cn1ncc2c1ncn1c(-c3ccccc3Cl)nnc21 | 20 | nt | nt | nt
CCOc1ncccc1C(=O)OCc1cc(=O)n2c(n1)sc1ccccc12 | 2 | -17 | -16 | -17
Cc1cccc(C)c1N1C(=O)C2ON(c3ccccc3)C(c3ccncc3)C2C1=O (centres undefined) | 15 | -2 | 1 | -2
Cc1c(Br)cc(-c2nnco2)cc1Br | 19 | -27 | 22 | -27
COc1ccc2nc(C)cc(C(=O)O)c2c1 | -1 | 4 | -1 | 4

Next part:
SMILES | Yeast eIF2B | Yeast eIF2B mutant toxicity | Yeast growth tox | Yeast growth tox inhibition %
CC(C)n1c(N2CCN(C(=O)Nc3ccccc3)CC2)nc2ccccc21 | -49 | 9 | -2 | 9
CCOc1ccc2[nH]c(=O)c(CN(Cc3nnnn3Cc3ccccc3)CC3CCCO3)cc2c1 (centres undefined) | 6 | -22 | -17 | -22
CNC(=O)CSCc1c(F)cccc1Cl | 21 | 4 | 6 | 4
CC(C)NC(=O)CCNS(=O)(=O)c1ccc(Br)cc1 | 83* | nt | -9 | -2
CCCCOc1ccc(C(=O)N2CCCCCC2)cc1 | 13 | 12 | 1 | 12
O=C(CC1COc2ccccc2O1)NCCc1ccccc1 (centres undefined) | 29 | -10 | -17 | -10
CCc1cc2c3c(c(=O)oc2cc1O)CCCC3 | nt | nt | 5 | 26
CC(=O)c1cccc(NC(=O)NC2CC3CCCC(C2)N3CC(C)C)c1 (centres undefined) | nt | nt | 2 | -24
O=C(O)C1C2C=CC(CC2)C1C(=O)O (centres undefined) | 13 | 14 | -2 | 14
COc1ccccc1-c1nnc(SCC(=O)Nc2ccc(S(N)(=O)=O)cc2)n1C | 23 | -11 | -7 | -11
CCCCOc1ccc(-c2nnn(CCC(=O)N3CCOCC3)n2)cc1 | -8 | -21 | 17 | -21
CCOCCCNC(=O)C(NC(=O)CNC(=O)c1ccccc1)c1ccccc1 (centres undefined) | 1 | -24 | 0 | -24
CCCCN(CCCC)S(=O)(=O)c1ccc2[nH]c(=O)[nH]c2c1 | 12 | 16 | 2 | 16
Clc1ccc(-c2nnc3n2CCCCC3)cc1 | 17 | 3 | 13 | 3
Cn1nnnc1SCCNCc1ccccc1F | 18 | nt | -26 | 0
Cc1nc(CCNC(=O)Cc2ccccc2)cs1 | 21 | 4 | 12 | 4
COc1cc(C(=O)NCC(=O)n2nc(C)cc2C)cc(OC)c1OC | 21 | 16 | 40 | 16
COc1ccc(-c2cc(-n3c(C(F)(F)F)nc4ccccc43)n(CCC#N)n2)cc1 | 25 | nt | -2 | 0
CCCc1cc(=O)[nH]c(SCc2ccc(C#N)cc2)n1 | -34 | 6 | 2 | 6
CCOC(=O)C1CCN(CCC(=O)Nc2ccc(Cl)cc2)CC1 | 12 | 10 | -2 | 10
CC(C)=C1SC(N2CCOCC2)=NC1=O | 13 | -10 | 7 | -10
Cc1ccc(C(=O)n2c3ccccc3c3ccccc32)cc1 | 19 | 8 | 3 | 8
CC1CCN(S(=O)(=O)c2ccc(S(=O)(=O)NCc3ccccc3)cc2)CC1 | nt | nt | 7 | 0
CCc1cc(=O)oc2cc(OCC(=O)N3CCc4ccccc43)ccc12 | -2 | -24 | -44 | -24
Cc1ccc(S(=O)(=O)Nc2cccc(-c3cn4ccsc4n3)c2)cc1 | 29 | 15 | 6 | 15

(listing goes on)
SMILES | Yeast eIF2B | Yeast eIF2B mutant toxicity | Yeast growth tox | Yeast growth tox inhibition %
Cc1ccc(-c2nc(=S)c3c(n2CCN2CCOCC2)CC(C)(C)OC3)cc1 | nt | nt | -12 | -24
O=C(C1=C(O)C(=O)N(CCN2CCOCC2)C1c1ccccc1)c1cccs1 (centres undefined) | -10 | 3 | 7 | 3
O=C(NCc1ccccn1)c1cc(-c2ccccc2Cl)on1 | 8 | 9 | 21 | 9
COc1ccc(CN=Cc2c(C(F)(F)F)[nH][nH]c2=O)cc1 | 12 | 28 | 28 | 28
CCCCN(CC)Cc1ccc(CNC(=O)Nc2ccc(OCC)cc2)o1 | 21 | 30 | 19 | 30
Cc1nc2c(ccc3nc(NC(=O)c4ccc5c(c4)OCCO5)sc32)s1 | -7 | 17 | -20 | 17
COc1ccccc1-n1c(C)cc(C=O)c1C | 11 | 8 | 5 | 8
COc1ccc(N2CCN(C(=O)Cn3c(=O)[nH]c4ccsc4c3=O)CC2)cc1 | 15 | -29 | 24 | -29
CCC(=O)c1ccc(OCC(O)CN2CCN(c3cccc(C(F)(F)F)c3)CC2)cc1 (centres undefined) | 42 | nt | nt | nt
COc1ccccc1N1CCN(C(=O)CSc2nc(N)cc(=O)[nH]2)CC1 | nt | nt | 24 | 10
CC(=O)Cc1ccccc1OCC(=O)O | -6 | 4 | -1 | 4
CCOc1ccc(/C(O)=C2/C(=O)C(=O)N(CCOCCO)C2c2ccccc2)cc1 (centres undefined) | 0 | -9 | 19 | -9

Of the compounds above, these contain four or more nitrogen atoms:
SMILES | Yeast eIF2B | Yeast eIF2B mutant toxicity | Yeast growth tox | Yeast growth tox inhibition %
Cc1cc(NC(c2cccnc2)c2ccc3cccnc3c2O)no1 (centres undefined) | 11 | nt | 5 | 0
C=CCS/C(=N\n1cnc2ccccc2c1=O)N(CC)CC | nt | nt | 11 | 6
Cc1ccc(NC(=O)CCNS(=O)(=O)c2cccc3nsnc23)cc1 | 13 | 24 | 6 | 24
O=C(CSc1n[nH]c(-c2cccnc2)n1)Nc1ccnc2ccccc12 | 19 | 8 | 1 | 8
Cc1cc(C)n(-c2nc3sc4c(c3c(=O)[nH]2)CCCC4)n1 | 24 | 16 | 22 | 16
N#CCN1CCN(CC(=O)Nc2cccc3ccccc23)CC1 | -5 | -5 | 18 | -5
CC(C)(C)Nc1nc(SCc2ccccc2)nc(N2CCOCC2)n1 | 27 | -32 | 5 | -32
CCOC(=O)C1=C(C)Nc2ncnn2C1c1ccccc1F (centres undefined) | -25 | -8 | -20 | -8
COc1cc(NS(=O)(=O)c2ccc(NC(C)=O)cc2)ncn1 | nt | nt | 9 | 15
C=CCSc1nc(N)c(C(=O)Nc2ccccc2)cc1C#N | 7 | 7 | -7 | 7
CCCNC(=O)CCC(=O)Nc1ncc(-c2ccc(C)cc2)n1C | nt | nt | 14 | 4
Cn1ncc2c1ncn1c(-c3ccccc3Cl)nnc21 | 20 | nt | nt | nt
CC(C)n1c(N2CCN(C(=O)Nc3ccccc3)CC2)nc2ccccc21 | -49 | 9 | -2 | 9
CCOc1ccc2[nH]c(=O)c(CN(Cc3nnnn3Cc3ccccc3)CC3CCCO3)cc2c1 (centres undefined) | 6 | -22 | -17 | -22
COc1ccccc1-c1nnc(SCC(=O)Nc2ccc(S(N)(=O)=O)cc2)n1C | 23 | -11 | -7 | -11
CCCCOc1ccc(-c2nnn(CCC(=O)N3CCOCC3)n2)cc1 | -8 | -21 | 17 | -21
Cn1nnnc1SCCNCc1ccccc1F | 18 | nt | -26 | 0
COc1ccc(-c2cc(-n3c(C(F)(F)F)nc4ccccc43)n(CCC#N)n2)cc1 | 25 | nt | -2 | 0
COc1ccc(N2CCN(C(=O)Cn3c(=O)[nH]c4ccsc4c3=O)CC2)cc1 | 15 | -29 | 24 | -29
COc1ccccc1N1CCN(C(=O)CSc2nc(N)cc(=O)[nH]2)CC1 | nt | nt | 24 | 10

Source: PubChem BioAssay
